Assay outcomes: PubChem BioAssay, several laboratories
T cell HTS – modulates CD8 T cell binding to vesicles. 2C CD8+ T cell-vesicle binding, flow cytometry; stronger effect = lower value. calls only at 7 µM. 0.068% of 330,000 active. AID 2052;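 active = response, share of CD8 T cells binding vesicles, and their 90th percentile fluorescence all below set limits, cut at about 80% in these data, passing the limit was not always enough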
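Incubation: binding step 1.5 h, 37 °C, antibody labelling 20 min, ice; system: murine 2C transgenic CD8+ T lymphocytes; technique: cytometric PE anti-B7-1 and Alexa647 anti-CD8 signals after 1% paraformaldehyde fixation; also added: QL9-charged Drosophila Ld/ICAM-1/B7-1 vesicles; control set: naked versus QL9-loaded vesicles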
Myeloid diff 2 – myeloid differentiation induction | calls only at 10 µM | 1% of 360,000 active | ER-HoxA9 myeloid progenitors, lysozyme-GFP differentiation, flow cytometry | AID 624256;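 active = normalized GFP-positive differentiation at or above the plate's own cutoff, the solvent-only control mean plus 3 SD; inconclusive = no clear call, values can overlap the other calls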;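 note: cells exposed to compound for four days before flow analysis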
bCat nuc transl – modulators of beta-catenin nuclear translocation | HeLa beta-catenin nuclear translocation, immunofluorescence imaging | nuclear translocation activity, % at 5 µM | 0.3% of 190,000 active | AID 1665;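 active = nuclear translocation activity above 50% at 5 µM, with a well cell count of 50 or more; inconclusive = wells under 50 cells across six images, flagged as toxic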;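 note: per-cell ratio of nuclear to cytoplasmic median beta-catenin stain intensity; plate controls were DMSO negative control for no effect and GSK-3 inhibitor IX positive control for full effect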
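Technique: fluorescence imaging of beta-catenin antibody stain plus DAPI / Material: human HeLa cell line / Incubation: compound treatment 24 h, 37°C, 5% CO2 / Read-out basis: % activation of per-cell nuclear versus cytoplasmic median beta-catenin signal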
Large T inhibition – SV40 large T antigen inhibitors, biochemical (AID 1903); SV40 large T antigen ATPase/helicase inhibition assay; higher % means a stronger effect; one-dose inhibition, % at 20 µM; IC50 in µM for titrated hits; 0.39% of 310,000 active; in the data active = a potency from the dose series; inconclusive = inhibition mostly from about 32% at the one dose, without a potency; inactive = the rest, 99 in 100 with inhibition below about 32%; note: strong numbers were not always called active
WT yeast gro inh – growth inhibition of WT yeast, mitochondrial fusion screen; 2.1% of 190,000 active; AID 1362; inhibition, % at 10 µM; mitochondrial fusion phenotypic screen, WT strain; in the data active = inhibition above about 58%; tested in S. cerevisiae
PhoP inhibition – inhibitors of PhoP regulon expression, primary screen, Salmonella Typhimurium, GFP reporter (AID 1863); S. Typhimurium PhoP-regulated promoter GFP reporter, 4 h; higher % means a stronger effect; inhibition, % at 50 µM, or IC50 in µM where a hit was titrated; 0.16% of 300,000 active;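 active = inhibition over 29.93%, a cutoff 3 SD above the screen mean, later confirmed by dose response; inconclusive = inhibition over 29.93% but no dose response follow-up; inactive = inhibition at most 29.93% or unconfirmed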;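 note: 0% = low Mg2+ inducing control and 100% = high Mg2+ repressing control; strong numbers were not always called active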
MgcRacGAP inhibition – MgcRacGAP GTPase-activating activity inhibitors, confirmation, biochemical, ADP Hunter fluorescence; MgcRacGAP-stimulated Rac1 GTP hydrolysis, ADP Hunter fluorescence; higher % means a stronger effect; GST-tagged Rac1 F28L mutant substrate; inhibition, % at 30 µM; hits with a dose series show IC50 in µM; 0.6% of 340,000 active; AID 624330;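 active = first-screen hits whose inhibition reached a set limit at any dose in the follow-up dose series; inconclusive = inhibition above the set first-screen limit but never retested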;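 note: fluorescence reports GDP produced by GAP-driven GTP hydrolysis; strong numbers were not always called active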
RSV CPE inhibition – RSV antiviral activity via CPE protection, HEp-2 cells, primary 10 µM value included (AID 2391); HEp-2 cells, RSV-induced CPE inhibition; higher % means a stronger effect; CPE inhibition, % at 10 µM, or IC50 in µM where a hit was titrated; 0.13% of 310,000 active; in the data active = a potency from the dose series; inconclusive = CPE inhibition mostly from about 23% at the one dose, without a potency; inactive = the rest, 99 in 100 with CPE inhibition below about 21%; note: strong numbers were not always called active
West Nile virus CPE – West Nile virus antiviral activity, cell-based, CPE readout (AID 1621); 0.02% of 290,000 active; one-dose CPE inhibition, % at 10 µM; IC50 in µM for titrated hits; West Nile virus-infected cells, CPE inhibition; higher % means a stronger effect; in the data active = a potency from the dose series; inconclusive = CPE inhibition mostly from about 3.7% at the one dose, without a potency; inactive = the rest, 99 in 100 with CPE inhibition below about 2.2%; note: strong numbers were not always called active
WT yeast gro inh mutant strain – also measured in WT yeast gro inh; calls as there; inhibition, %; mitochondrial fusion phenotypic screen, mutant strain inhibition
bCat nuc transl cell count 5 µM – second read-out of bCat nuc transl, no call of its own (marks repeat the call); cell count; measured here: cell count, cytotoxicity flag
T cell HTS vesicle-bound % – second read-out of T cell HTS, no call of its own (marks repeat the call); double positive events, %; measured here: CD8+ vesicle-bound cell fraction;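 binding gate set so that unloaded-vesicle control wells show 10% double positive cells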
Myeloid diff 2 GFP+ MAC1+ % – also measured in Myeloid diff 2; calls as there; GFP+ MAC1+ double positive, %; measured here: differentiation confirmed by MAC1 staining
Starred values were filed as active, the others as inactive; i = inactive; ? = inconclusive; / = no result given. Rows were taken by chance (roughly 3.6% active in at least one column).

entry	smiles	T cell HTS	T cell HTS vesicle-bound %	Myeloid diff 2	Myeloid diff 2 GFP+ MAC1+ %	bCat nuc transl	bCat nuc transl cell count 5 µM	Large T inhibition	WT yeast gro inh	WT yeast gro inh mutant strain	PhoP inhibition	MgcRacGAP inhibition	RSV CPE inhibition	West Nile virus CPE
1	CCCCC(NS(=O)(=O)c1ccc(C)cc1)C(=O)Oc1ccc2c3c(c(=O)oc2c1)CCC3 (centres undefined)	i	48.7	i	0.6	1.5	1097	22.6%	-16.8	-3.8	-9.6%	9.6%	0.8%	-0.1%
2	C=CCn1c(SCCC)nc2sc3c(c2c1=O)CCc1ccccc1-3	i	8.5	i	0.1	-1.3	1149	3.8%	23.8	21.6	?	5.0%	21.7%	-1.7%
3	CCn1c(-c2ccccn2)nc2cc(S(=O)(=O)N(C)C)ccc21	i	16.1	i	0.7	/	/	11.9%	/	/	-6.8%	2.8%	0.8%	-0.1%
4	CCN1C(=O)/C(=C\N2CCN(C)CC2)SC1=S	i	9.8	i	0.7	2.7	760	10.5%	7.6	-2.3	5.9%	7.6%	0.5%	0.2%
5	CN(C)S(=O)(=O)c1ccc(Cl)c(NC(=O)COC(=O)c2ccc3c(c2)NC(=O)CS3)c1	i	33.7	i	0.1	-0.8	1059	-0.1%	/	/	-9.7%	6.5%	0.6%	0.0%
6	COc1ccc(OC)c(NC(=O)c2nnn(Cc3ccc(Br)cc3F)c2N)c1	i	25.7	i	3.0	-3.5	1137	-0.7%	1.0	-3.8	-0.9%	-0.6%	0.9%	-0.4%
7	O=C(c1n[nH]c(=O)c2ccccc12)N1CCN(c2ccc(F)cc2)CC1	i	0.0	i	0.8	-3.2	1035	4.8%	-4.5	10.0	-8.2%	9.4%	-0.1%	/
8	O=c1c2ccccc2nc2n1CCc1c-2[nH]c2ccccc12	i	22.7	i	2.0	/	/	1.1%	/	/	-4.7%	4.9%	0.2%	/
9	Cc1cc(OCC(=O)Nc2ccc(N3CCN(C)CC3)cc2)ccc1Cl	i	5.0	i	0.8	/	/	11.3%	/	/	-2.7%	7.9%	-0.5%	-0.5%
10	COc1ccc(CCNC(=O)C(=O)NCC2OCCN2S(=O)(=O)c2cccs2)cc1 (centres undefined)	i	8.8	/	/	/	/	7.6%	/	/	-5.9%	5.8%	2.2%	-0.8%
11	O=C(c1cc([N+](=O)[O-])ccc1N1CCCCC1)N1CCCCC1	i	31.3	i	4.2	-0.8	1396	-2.7%	-16.8	-4.1	-4.3%	7.6%	-0.7%	-1.1%
12	CCc1cc2c(N=Nc3c(O)[nH]c4ccccc34)ncnc2s1	i	47.7	i	0.8	2.6	908	2.6%	-9.7	-0.1	-16.1%	6.4%	3.6%	0.0%
13	O=C(O)Cc1ccc2c(c1)N(S(=O)(=O)c1cccc(C(F)(F)F)c1)CC(C(=O)O)O2 (centres undefined)	i	25.7	i	0.3	-2.5	1442	16.5%	18.7	20.1	-4.6%	1.9%	2.6%	0.6%
14	Cc1cc(N2CCCC2=O)c(N)cc1N	i	6.2	i	9.9	/	/	10.6%	-5.0	-1.5	-2.4%	13.0%	-0.3%	0.3%
15	Cc1ccc(C(=O)O)cc1NC(=O)CN1C(=O)C2C3c4ccccc4C(Br)(c4ccccc43)C2C1=O (centres undefined)	i	45.3	i	1.1	-2.2	549	15.1%	-12.6	-31.5	-3.6%	8.4%	0.6%	0.2%
16	CCOc1ccc(CN2CCNC(=O)C2CC(=O)NCCc2ccccn2)cc1 (centres undefined)	i	54.1	i	0.8	-1.7	1153	15.9%	-6.9	-5.4	3.0%	-4.0%	1.0%	0.0%
17	O=C(NC(=S)NC1CCN(Cc2ccccc2)CC1)c1ccc(F)cc1	i	33.8	i	0.6	/	/	8.7%	/	/	0.0%	8.3%	0.1%	-1.1%
18	CCOC(=O)c1c(NC(=O)CSc2nnnn2-c2ccc3c(c2)OCCO3)sc(C)c1C	i	63.6	i	5.7	-7.0	958	3.5%	-0.5	-2.5	-5.8%	9.0%	15.3%	-0.1%
19	COc1ccc(CCC(=O)NCc2cn3ccc(C)cc3n2)cc1	i	26.5	i	4.2	-0.7	1185	4.5%	1.7	7.8	-4.5%	-4.4%	0.9%	-0.1%
20	C=CCNC(=O)CCNS(=O)(=O)c1ccc(Br)cc1	i	10.0	i	1.2	1.6	1440	6.6%	-4.9	3.6	-3.8%	11.7%	1.1%	-0.7%
21	Cc1ccc(CCNC(=O)C2CCN(S(=O)(=O)c3ccc4c(c3)NC(=O)CO4)CC2)cc1	i	22.7	i	0.3	/	/	/	/	/	-6.3%	4.4%	0.9%	-0.2%
22	Cc1ccc(S(=O)(=O)CCC(=O)Nc2nnc(-c3ccccc3S(C)(=O)=O)o2)cc1	i	29.6	i	0.4	/	/	3.0%	/	/	6.4%	-2.2%	?	/
23	COc1cc(/C=C(\C#N)C(=O)Nc2cccc(C(=O)O)c2)ccc1OCc1ccc(C)cc1	i	42.8	i	0.5	/	/	8.3%	/	/	5.2%	17.9%	4.1%	0.5%
24	CCc1ccc(C(=O)NC(=S)Nc2ccc3c(c2)OCCO3)cc1	i	44.0	i	0.4	0.0	1064	1.9%	18.7	3.1	-1.0%	12.0%	19.1%	-0.8%
25	CC1(C)CC(=O)C2=C(C1)OC(N)=C(C#N)C2c1ccc2c(c1)OCO2 (centres undefined)	i	17.8	i	0.3	/	/	13.3%	/	/	4.3%	4.9%	0.2%	-0.2%
26	O=C(CCCOc1ccc(Cl)cc1)N1CCCCCC1	i	9.0	i	1.0	0.2	916	2.8%	-3.9	-0.1	2.1%	1.0%	0.7%	-0.7%
27	O=C(c1cccs1)n1nc(-c2ccco2)nc1SCc1ccccc1	i	23.2	/	/	/	/	6.3%	8.5	12.7	-11.0%	/	0.8%	0.7%
28	CCOC(CNC(=O)CCc1c(C)nc2nc(C)nn2c1C)OCC	i	11.5	i	0.5	-2.8	1078	9.8%	-13.7	5.8	3.0%	2.5%	0.9%	0.1%
29	CC1(C)CC(=O)C(CC(=O)NC(=O)NCc2ccccc2)=C(O)C1	i	23.6	i	1.2	-2.1	1100	5.2%	-1.9	-32.2	-8.5%	8.8%	2.2%	0.3%
30	Cc1[nH]c(=O)[nH]c(=O)c1S(=O)(=O)N1c2ccc(F)cc2CCC1C (centres undefined)	i	40.7	i	2.3	1.1	940	2.2%	-26.4	10.1	-0.9%	2.5%	2.1%	-0.3%
31	S=C(NCc1ccco1)NC1CCCc2ccccc21 (centres undefined)	i	13.0	i	0.0	0.6	1103	11.3%	18.9	30.6	1.5%	12.2%	1.2%	-0.8%
32	CCCN(CCC)S(=O)(=O)c1ccc(C(=O)Nc2nc(-c3ccccc3)c(C(=O)OCC)s2)cc1	i	15.6	i	0.4	-3.8	1169	13.6%	-10.4	-10.9	10.6%	10.9%	3.9%	-0.3%
33	O=C1/C(=C/c2cccc(F)c2)CSc2sccc21	i	42.6	i	0.5	2.9	1416	8.4%	-23.4	-9.8	20.1%	11.0%	1.9%	0.0%
34	O=C(CCC1(C(=O)O)CCC(=O)NC1)NCc1ccccc1 (centres undefined)	i	22.2	i	5.5	-3.0	1057	2.3%	-5.3	2.8	-8.6%	4.2%	0.9%	-0.2%
35	Cc1ccc(S(=O)(=O)Nc2cc(C)cn(Cc3ccc(F)cc3)c2=O)cc1	i	35.5	i	0.8	/	/	4.7%	/	/	-1.6%	5.7%	18.2%	-0.8%
36	Cc1ccc2c(c1)NC(=O)C(CC(=O)NCCCN1CCCCC1C)O2 (centres undefined)	i	67.0	i	2.3	/	/	14.5%	7.1	3.6	7.1%	9.2%	0.4%	-0.3%
37	COc1ccc2nc(SCC(=O)NCc3ccc4c(c3)OCO4)[nH]c2c1	i	34.7	i	0.7	-1.4	560	6.4%	-11.7	11.1	-9.5%	5.5%	2.0%	-0.1%
38	CSc1nsc(NC(=O)Cc2ccccc2)n1	i	19.6	i	1.5	0.4	1175	14.0%	-30.4	-2.9	-4.2%	5.7%	6.1%	-0.9%
39	Cc1ccc(C(=O)NCC(=O)N/N=C/c2cccs2)cc1C	i	14.4	i	0.2	-2.9	1045	7.9%	-2.6	-2.8	4.8%	2.1%	-0.4%	0.2%
40	C=C(C)c1cccc(C(C)(C)NC(=O)N2CCC(C)CC2)c1	i	11.0	i	3.3	/	/	6.8%	6.4	14.4	-8.0%	7.6%	0.1%	0.2%
41	c1csc(C(c2nnnn2C2CCCCC2)N2CCN(c3nc4ccccc4s3)CC2)c1 (centres undefined)	/	/	i	0.8	-1.2	1226	13.1%	24.0	2.6	-1.5%	9.7%	/	-0.2%
42	COc1ccc(C)cc1S(=O)(=O)N1CCCC(C(=O)NCC2CCCO2)C1 (centres undefined)	i	8.1	i	4.0	-1.9	1221	6.9%	-43.9	-406.1	11.0%	4.1%	0.1%	-0.3%
43	COCc1cc(C)nc2sc(C(=O)N3CCN(c4ccccc4)CC3)c(N)c12	i	27.6	i	5.8	/	/	1.4%	6.8	-10.8	1.7%	4.8%	-0.4%	-0.2%
44	O=C(c1cccn2c(=O)c3cc(Cl)ccc3nc12)N1CCOCC1	i	38.5	i	0.2	-0.2	928	6.7%	11.1	3.0	5.0%	9.9%	-0.1%	0.0%
45	COc1ccc(CCNC(=O)C2CCCN2C(=O)Nc2ccc(C)cc2)cc1OC (centres undefined)	i	48.9	i	0.5	/	/	-1.1%	/	/	-2.7%	12.9%	0.1%	-0.6%
46	CCN(CC)S(=O)(=O)c1ccc(N2CC(C(=O)NCc3ccc4c(c3)OCO4)CC2=O)cc1 (centres undefined)	i	6.6	i	0.4	/	/	/	/	/	/	0.2%	-0.1%	/
